MgcRacGAP inhibition: MgcRacGAP GTPase-activating activity inhibitors, confirmation, biochemical, ADP Hunter fluorescence; MgcRacGAP-stimulated Rac1 GTP hydrolysis, ADP Hunter fluorescence; higher % means a stronger effect; GST-tagged Rac1 F28L mutant substrate; inhibition, % at 30 µM, or IC50 in µM where a hit was titrated; actives 0.6% (n = 340,000); AID 624330;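 active = first-screen hits whose inhibition reached a set limit at any dose in the follow-up dose series; inconclusive = inhibition above the set first-screen limit but never retested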;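 note: fluorescence reports GDP produced by GAP-driven GTP hydrolysis; strong numbers were not always called active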
Yfh1-off respiration: mitochondrial function rescue without frataxin homolog – Friedreich's ataxia, plus single-dose screen, dose response (AID 1465). S. cerevisiae Yfh1-off respiration, WST-1 reduction, 72 h; higher fold induction means a stronger effect. fold induction at 50 µM; hits with a dose series show EC50 in µM. actives 0.074% (n = 220,000);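 active = fold induction of absorbance versus untreated yeast above a set limit, then at least 30% activation at any dose in follow-up; inconclusive = repeats straddling the limit, or above it without dose testing; inactive = fold induction below the set limit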;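 note: activators that raise dye reduction in frataxin-depleted yeast; strong numbers were not always called active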
NTR1 ag: NTR1-driven beta-arrestin-GFP spot formation – imaging, U2OS cells, high content, primary screen (AID 493036). P30989. agonist mode. activation, % at 20 µM. actives 0.17% (n = 330,000);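 active = activation at or above 40% of the spot to cytoplasm intensity ratio, with at least 20 cells analyzed; inconclusive = wells under 20 cells, flagged as cytotoxic or low count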;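 note: 0% = DMSO without peptide and 100% = 100 nM NTR1 peptide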
Target sequence (P30989 whole entry, looked up): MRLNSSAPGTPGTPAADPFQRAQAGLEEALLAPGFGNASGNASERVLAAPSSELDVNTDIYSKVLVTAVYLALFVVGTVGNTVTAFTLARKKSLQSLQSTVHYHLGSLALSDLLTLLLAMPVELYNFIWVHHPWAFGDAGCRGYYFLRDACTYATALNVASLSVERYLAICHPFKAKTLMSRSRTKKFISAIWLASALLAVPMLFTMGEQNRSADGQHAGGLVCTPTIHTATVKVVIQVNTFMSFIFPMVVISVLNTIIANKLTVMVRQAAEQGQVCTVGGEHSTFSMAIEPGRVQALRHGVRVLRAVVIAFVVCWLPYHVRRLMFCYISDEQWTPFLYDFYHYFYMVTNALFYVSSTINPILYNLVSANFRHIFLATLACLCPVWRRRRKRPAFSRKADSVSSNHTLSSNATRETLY
GPR55 antagonists: GPR55 antagonists blocking LPI-driven arrestin recruitment, primary screen, imaging, U2OS, beta-arrestin-GFP, LPI agonist (AID 2013); actives 0.13% (n = 290,000); inhibition, % at 10 µM, or IC50 in µM where a hit was titrated; U2OS GPR55 beta-arrestin-GFP translocation imaging, LPI antagonism; higher % means a stronger effect;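 active = spots per cell inhibited over 60%, with over 100 cells counted and total cytoplasm intensity under 500,000; inconclusive = wells with under 100 cells, flagged as likely toxic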;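 note: U2OS cells stably carrying GPR55 and arrestin-GFP stimulated by 5 µM LPI near EC80; imaged beta-arrestin-GFP aggregate spots per cell after agonist stimulation; plate controls were LPI-stimulated DMSO wells for no effect and DMSO wells without LPI for full effect; some results filed as inactive read as strong as hits; confirmed hits need IC50 under 10 µM and bright autofluorescent wells are also inconclusive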
SV40 large T antigen: SV40 large T antigen inhibitors, biochemical (AID 1903); inhibition, % at 20 µM; hits with a dose series show IC50 in µM; actives 0.39% (n = 310,000); SV40 large T antigen ATPase/helicase inhibition assay; higher % means a stronger effect; in the data active = a potency from the dose series; inconclusive = inhibition mostly from about 32% at the one dose, without a potency; inactive = the rest, 99 in 100 with inhibition below about 32%; note: strong numbers were not always called active
GPR35 arrestin U2OS: inhibition of zaprinast-stimulated GPR35 beta-arrestin translocation – imaging, U2OS, beta-arrestin-GFP, zaprinast agonist, primary screen (AID 2058) | U2OS GPR35 beta-arrestin-GFP translocation imaging, zaprinast antagonism; higher % means a stronger effect | inhibition, % at 10 µM; hits with a dose series show IC50 in µM | actives 0.052% (n = 290,000);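 active = inhibition of at least 50% with at least 30 cells and total cytoplasm GFP at most 10,000,000; inconclusive = under 30 cells or total GFP of 10,000,000 plus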
NS5 inhibitors: flavivirus cap methylation enzyme inhibition – biochemical, confirmation dose response, primary screen (AID 588689). Dengue-2 NS5 methyltransferase capping enzyme assay, biochemical; higher % means a stronger effect. one-dose inhibition, % at 25 µM; IC50 in µM for titrated hits. actives 0.3% (n = 340,000); in the data active = a potency from the dose series; inconclusive = inhibition above about 29% without an active follow-up result
GPR55 beta-arrestin: GPR55 agonists via beta-arrestin recruitment, primary screen, imaging, U2OS cells, beta-arrestin-GFP redistribution (AID 1961). U2OS GPR55 beta-arrestin-GFP redistribution imaging; higher % means a stronger effect. one-dose activation, % at 10 µM; EC50 in µM for titrated hits. actives 0.048% (n = 290,000);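 active = activation above 40% with more than 50 cells counted in the well; inconclusive = wells holding fewer than 50 cells, flagged as toxic or sparse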;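 note: U2OS osteosarcoma cells stably expressing GPR55 and beta-arrestin-GFP; plate controls were DMSO negative control for no effect and LPI positive control for full effect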
AID2073: disruptors of CaV2.2 binding to Mint1 – biochemical, HTRF (AID 2073); HTRF protein-protein interaction, Mint1-CaV2.2; higher % means a stronger effect; actives 0.19% (n = 290,000); inhibition, % at 20 µM; hits with a dose series show IC50 in µM; in the data active = inhibition mostly above about 51%, no sharp cut-off; inconclusive = no clear call, values can overlap the other calls; inactive = mostly below about 53%; note: some results filed as inactive read as strong as hits
NTR1 ag cell count 20 µM: also measured in NTR1 ag; calls as there; cell count; measured here: cell count, cytotoxicity flag
NS5 inhibitors pilot replicate: further read-out of NS5 inhibitors, marked with its call; inhibition, %; measured here: pilot screen replicate inhibition
Starred values were filed as active, the others as inactive; i = inactive; u = inconclusive; x = no result given.

SMILES | MgcRacGAP inhibition | Yfh1-off respiration | NTR1 ag | NTR1 ag cell count 20 µM | GPR55 antagonists | SV40 large T antigen | GPR35 arrestin U2OS | NS5 inhibitors | GPR55 beta-arrestin | AID2073 | others
Cc1ccccc1NS(=O)(=O)c1ccc(C(=O)N2CCC2)cc1 | 7% | x | -1.6 | 49 | x | 1% | x | 4% | x | x
Cc1ccc(NS(=O)(=O)c2c(C)[nH]c(C)c2C(=O)N2CCCCC2)cc1F | 9% | x | -0.3 | 76 | 8% | 16% | 7% | 6% | 0.0% | -4%
O=C(Nc1ccccc1)/C(=C1\CCCN1)[N+](=O)[O-] | 3% | i | 0.7 | 56 | 9% | 4% | 2% | -4% | 0.3% | 0%
CCN1CCN(Cc2ccc3c(c2)Cc2ccccc2-3)CC1 | x | x | x | x | -4% | x | -3% | x | 0.6% | 6%
Cc1c(Cl)cccc1NS(=O)(=O)c1ccc(-c2ccc(=O)[nH]n2)o1 | x | x | 0.3 | 73 | 6% | 5% | 5% | -2% | 0.2% | 12%
CC(C)(C)c1nnc(NC(=O)c2ccc(Cl)nc2)s1 | 10% | i | 0.2 | 77 | -9% | 4% | 10% | 0% | -0.1% | 0%
O=C(CCNC(=O)c1ccc([N+](=O)[O-])cc1)Nc1nccs1 | -13% | i | -0.6 | 66 | 12% | 0% | -1% | -16% | 0.2% | 0%
COc1ccccc1N1CCN(C(CNS(=O)(=O)c2ccc(C)cc2)c2cccnc2)CC1 (stereo not drawn) | 9% | i | 1.7 | 30 | 6% | 0% | 8% | 12% | 0.3% | 0%
CNc1nc(Nc2ccc(C(C)=O)cc2)nc(OC(C(F)(F)F)C(F)(F)F)n1 | 8% | i | 1.6 | 58 | -4% | 6% | 1% | -2% | -0.1% | 19%
CC1CN(S(=O)(=O)N(C)C)CCN1S(=O)(=O)N(C)C (stereo not drawn) | 6% | i | 0.7 | 77 | -7% | 1% | 18% | -6% | 0.3% | -3%
CCSc1nnc(NC(=O)CSc2sc3c(O)cc(=O)[nH]c3c2C#N)s1 | 24% | x | -1.8 | 47 | 7% | 34% | 6% | -3% | -0.2% | 29%
O=C(NCc1ccccc1)c1ccc(NC(=O)c2ccccc2F)cc1 | 7% | x | 0.1 | 74 | 3% | 8% | -12% | 3% | -0.1% | 2%
Cc1ccc(CNC(=O)Cn2c(=O)n(CC(=O)N3CCCCC3)c(=O)c3sccc32)cc1 | 6% | x | 0.5 | 53 | 8% | 4% | 12% | 4% | -0.1% | 5%
CCN(CC)CCN(C(=O)C1=COCCO1)c1nc2ccc(C)cc2s1 | 2% | x | -0.2 | 54 | 17% | 7% | 6% | -7% | -0.2% | -9%
S=C(Nc1ccc2nc(-c3ccccn3)c(-c3ccccn3)nc2c1)N1CCCCC1 | 0% | i | 7.7 | 25 | 10% | -13% | 11% | u | -0.1% | u
O=C(/C=C\Nc1ccccc1Br)c1ccc2c(c1)OCO2 | 3% | i | 2.3 | 43 | -16% | -3% | -1% | -12% | 0.2% | 13%
Cc1ccc(NC(=O)C2CCCN(S(=O)(=O)c3cnc[nH]3)C2)cc1F (stereo not drawn) | 7% | i | -0.4 | 63 | 0% | -6% | 14% | -5% | 0.3% | -5%
O=C(CCCCCN1C(=O)c2cccc3cccc(c23)C1=O)NCc1ccco1 | x | i | 0.3 | 40 | -10% | 2% | -1% | x | -0.2% | 5%
O=C(O)c1ccc(COc2c(F)c(F)cc(F)c2F)cc1 | 4% | i | -1.7 | 88 | -12% | 9% | 12% | -5% | 0.3% | 1% | NS5 inhibitors pilot replicate=-6.1
CCN(CC)S(=O)(=O)c1ccc(NC(=O)c2cccc3c2C(=O)N(CCOC)C3)cc1 | 9% | i | -0.5 | 71 | 9% | 11% | 4% | -6% | -0.3% | 9%
CC1CCN(S(=O)(=O)c2csc(C(=O)Nc3ccccc3)c2)CC1 | 1% | i | 2.3 | 60 | -13% | 2% | -4% | 5% | 0.0% | 2%
Cc1cccc(OCC(=O)O/N=C(\N)Cc2ccc([N+](=O)[O-])cc2)c1 | 10% | i | 1.7 | 61 | 4% | 10% | -7% | -2% | -0.4% | -2%
N#C/C(=C/c1cc[nH]c1)C(N)=S | 9% | i | -0.5 | 57 | 9% | -3% | -6% | -1% | -0.4% | 35%
COC(=O)CNC(=O)c1cccc(Cl)c1 | 2% | i | -0.1 | 49 | 6% | 4% | -6% | 9% | 0.4% | -4%
CC1CCCC(N2CCN(C(=O)c3ccc([N+](=O)[O-])cc3)CC2)C1 (stereo not drawn) | 167µM* | x | 2.3 | 49 | -16% | 16% | 6% | -6% | 0.3% | 1%

The final 2 records of the section before come first, to join the parts:
SMILES | MgcRacGAP inhibition | Yfh1-off respiration | NTR1 ag | NTR1 ag cell count 20 µM | GPR55 antagonists | SV40 large T antigen | GPR35 arrestin U2OS | NS5 inhibitors | GPR55 beta-arrestin | AID2073 | others
COC(=O)CNC(=O)c1cccc(Cl)c1 | 2% | i | -0.1 | 49 | 6% | 4% | -6% | 9% | 0.4% | -4%
CC1CCCC(N2CCN(C(=O)c3ccc([N+](=O)[O-])cc3)CC2)C1 (stereo not drawn) | 167µM* | x | 2.3 | 49 | -16% | 16% | 6% | -6% | 0.3% | 1%
COc1ccc(-n2nnnc2SCC(=O)Nc2cccc(C)n2)cc1OC | -2% | i | 0.2 | 50 | -2% | 10% | 11% | -2% | -0.1% | -2%
C=CCN(C(=O)CNS(=O)(=O)c1ccccc1)C(C(=O)NCCOC)c1cccnc1 (stereo not drawn) | 1% | x | -0.8 | 67 | 12% | 21% | 7% | 0% | 0.0% | 2%
Brc1cccc(OCCN2CCc3ccccc3C2)c1 | 8% | x | 1.6 | 58 | 15% | -1% | 4% | 0% | -0.2% | -1%
COc1ccc(NC(=O)N2CCCC(CCC(=O)N(C)CCc3ccccn3)C2)cc1 (stereo not drawn) | 10% | i | 1.2 | 59 | -13% | 0% | 12% | -6% | -0.1% | -6%
CN(C)S(=O)(=O)c1cccc(NC(=O)Cc2ccsc2)c1 | 5% | x | -1.6 | 46 | 1% | 4% | -4% | -2% | 0.1% | 13%
Cc1ccccc1-c1ccc(=O)n(CC(=O)Nc2ccc(N3CCOCC3)cc2)n1 | 9% | i | -1.1 | 63 | 9% | 2% | 1% | 0% | -0.1% | -7%
COc1ccc2nc(NC(=O)c3cccnc3SC)sc2c1 | 9% | i | 0.2 | 77 | 18% | -16% | -16% | -10% | -0.3% | 16%
Cc1ccc(NC(=S)c2ccncc2)cc1 | 11% | x | -0.1 | 59 | 12% | 25% | 10% | 1% | -0.2% | -2%
COc1ccc(CN2CC(C(=O)NCC3CCCO3)CC2=O)cc1 (stereo not drawn) | 7% | i | 1.6 | 64 | 18% | 13% | 2% | -1% | -0.1% | 2%
CCC(CCC(=O)Nc1ccc(S(N)(=O)=O)cc1)C(=O)O (stereo not drawn) | 11% | i | -1.3 | 33 | -3% | 0% | 21% | -3% | 0.0% | 4%
COc1cc(OC)cc(-n2nnnc2SCC(=O)NCc2ccc3c(c2)OCO3)c1 | -1% | i | -1.2 | 31 | -8% | -1% | 12% | -2% | 0.3% | -9%
O=S(=O)(/N=C(/Nc1ccc(F)cc1F)c1ccccc1)c1ccccc1 | 8% | i | 12 | 55 | 0% | 12% | 5% | -4% | 0.0% | -1%
COC(=O)c1ccc(NC(=O)c2ccc3nccnc3c2)cc1 | 8% | x | -0.2 | 43 | -6% | 5% | -1% | -10% | 0.5% | -8%
CN(Cc1ccco1)C(=O)Cn1cc(S(=O)(=O)N2CCCC2)c(S(=O)(=O)N2CCCC2)c1 | 10% | x | 2.0 | 45 | 18% | 14% | -9% | 0% | -0.1% | 8%
COC(=O)CCS(=O)(=O)c1ccc(Cl)c(Cl)c1 | x | i | 1.8 | 66 | 3% | 3% | 0% | x | 0.0% | 0%
CCC(C)(C)n1nnnc1C(c1ccc(O)c(OC)c1)N1CCN(c2nc3ccccc3s2)CC1 (stereo not drawn) | 2% | i | 0.2 | 51 | -12% | 4% | -1% | -11% | 0.2% | 6%
CCOc1cc(NC(=S)NCCCN2CCOCC2)c(OCC)cc1NC(=O)c1cccc(F)c1 | -2% | i | 0.4 | 73 | -1% | -2% | -10% | -3% | -0.1% | -7%
CCOc1ccccc1NC(=O)c1c(NC(=O)CNCc2ccco2)sc2c1CCC2 | x | x | x | x | 3% | x | 25% | x | -0.3% | 0%
COc1ccc(Nc2nc(N)nc(CN3CCOCC3)n2)cc1 | 3% | i | 2.4 | 45 | -1% | 0% | 20% | 1% | -1.0% | -2%
CCOC(=O)NC(=O)c1cn(N(C)c2ncc(C(F)(F)F)cc2Cl)c(=O)[nH]c1=O | 5% | i | 0.5 | 48 | -4% | 8% | -4% | 4% | 0.0% | 8%
COc1ccc(Cl)cc1NC(=O)CN(C1CCCCC1)S(C)(=O)=O | 7% | i | 3.3 | 73 | -1% | -2% | 1% | -4% | -0.1% | -11%
COC(=O)CN(c1ccccc1)S(=O)(=O)c1ccc(F)cc1 | 12% | i | 1.4 | 57 | 9% | -3% | -8% | -5% | 0.6% | -3%
c1ccc(-c2nnc(N3CCOCC3)nc2-c2ccccc2)cc1 | 9% | i | 0.0 | 57 | -9% | 14% | 12% | -6% | -0.2% | 1%
Cc1[nH]c2ccccc2c1/C=N/Nc1ccc([N+](=O)[O-])cc1S(=O)(=O)Nc1ccc(Cl)cc1 | 3% | i | -1.3 | 80 | 10% | 18% | 0% | -10% | 17% | 20%
COc1ccc(NC(=O)[C@@]2(CC(=O)O)CC(/C=C/c3ccccc3)=NO2)cc1 | 8% | x | 1.1 | 100 | -12% | 3% | 1% | -4% | 0.0% | 0%
Cc1cc(C)c(C#N)c(OCC(=O)c2ccccc2)n1 | 3% | i | 5.7 | 49 | -10% | -2% | 10% | -4% | -0.1% | 6%
Cc1ccc(NC(=S)N2CCOCC2)cc1 | 3% | i | 0.5 | 38 | 4% | 1% | -7% | -5% | -0.1% | -16%
CCOc1ccc(N/N=C(/C#N)C(N)=O)cc1 | 10% | i | 0.4 | 57 | 4% | 23% | -1% | -6% | -0.1% | -9%
CCc1ccc(CNC(=O)C2Cc3cc(S(=O)(=O)N4CCCC4)ccc3N2C(C)=O)cc1 (stereo not drawn) | 8% | x | -0.1 | 53 | 20% | 1% | 13% | -5% | 0.3% | 1%

Screens: PubChem BioAssay, several laboratories
